Source: PubChem BioAssay (several laboratories)
Anthrax LF inh2: inhibitors of Bacillus anthracis lethal factor protease | 360,000 compounds, 0.12% hits | AID 588501 | inhibition, % at 10 µM | P15917 | multiplex microsphere protease cleavage assay, LF; in the data active = inhibition above about 30%; inconclusive = no clear call, values can overlap the other calls; also: plate controls were buffer without enzyme for full effect and enzyme alone for no effect
3CLpro inhibitor: SARS-CoV 3CLpro protease inhibition; P0C6X7; recombinant SARS-CoV 3CLpro, quenched FRET peptide cleavage; inhibition, % at 6 µM; 290,000 compounds, 0.14% hits; in the data active = inhibition above about 12%
TcdB inh: blocks C. difficile toxin B glycohydrolase activity; P18177; TcdB glycohydrolase enzymatic assay, plate reader; 350,000 compounds, 0.24% hits; AID 652162; inhibition, % at 9.99 µM; in the data active = inhibition above about 10%
Vc quorum ag: induces V. cholerae light production without autoinducers | activation, % at 18.7 µM | 350,000 compounds, 0.16% hits | V. cholerae BH1578 lux reporter, luminescence, 6 h; in the data active = activation mostly above about 9.7%, no sharp cut-off; inconclusive = no clear call, values can overlap the other calls; inactive = mostly below about 3.7%; also: not every result past the cut was called active; inactives centre near 0; reference of the scale not given here
VHR inh abs: inhibitors of human VHR1 phosphatase (DUSP3); recombinant VHR phosphatase, pNPP absorbance; P51452; 290,000 compounds, 0.52% hits; inhibition, % at 13.3 µM; AID 1654; in the data active = inhibition above about 50%; also: some compounds called inactive have numbers as strong as hits
Target sequence (P51452 whole entry, looked up): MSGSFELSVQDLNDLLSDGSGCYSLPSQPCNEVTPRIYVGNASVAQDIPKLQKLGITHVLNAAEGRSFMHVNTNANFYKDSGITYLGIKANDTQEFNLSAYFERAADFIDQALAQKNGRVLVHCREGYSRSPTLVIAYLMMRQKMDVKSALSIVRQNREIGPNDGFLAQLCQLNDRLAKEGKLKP
PfHsp40 yeast: restores yeast growth despite PfHsp40 toxicity | S. cerevisiae expressing PfHsp40, growth rescue, ATP luminescence | growth rescue, % at 12.5 µM | 340,000 compounds, 0.68% hits | AID 504582; in the data active = growth rescue above about 28%, passing the limit was not always enough; inconclusive = no clear call, values can overlap the other calls;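 also: yeast W303a lacking pdr1 and pdr3 grown in galactose medium; growth measured after three days at 30 °C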
MazF activator: MazEF (E. coli) toxin RNase activation; 350,000 compounds, 0.32% hits; activation, % at 20 µM; AID 504720; FAM/BHQ RNA-DNA oligo cleavage fluorescence, 5 h; in the data active = activation above about 50%
Target sequence (P0AE70 whole entry, looked up): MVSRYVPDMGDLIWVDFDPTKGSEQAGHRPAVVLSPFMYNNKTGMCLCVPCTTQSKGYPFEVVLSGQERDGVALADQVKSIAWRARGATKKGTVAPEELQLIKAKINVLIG
Rv3671c inh: inhibits the M. tuberculosis serine protease Rv3671c; P9WHR9; inhibition, % at 5.96 µM; 320,000 compounds, 0.048% hits; AID 2606; in the data active = inhibition above about 38%;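 also: extracellular domain of Rv3671c used as enzyme; 0% = enzyme with DMSO and 100% = no enzyme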
Target sequence (P9WHR9 whole entry, looked up, the tested form may be a part): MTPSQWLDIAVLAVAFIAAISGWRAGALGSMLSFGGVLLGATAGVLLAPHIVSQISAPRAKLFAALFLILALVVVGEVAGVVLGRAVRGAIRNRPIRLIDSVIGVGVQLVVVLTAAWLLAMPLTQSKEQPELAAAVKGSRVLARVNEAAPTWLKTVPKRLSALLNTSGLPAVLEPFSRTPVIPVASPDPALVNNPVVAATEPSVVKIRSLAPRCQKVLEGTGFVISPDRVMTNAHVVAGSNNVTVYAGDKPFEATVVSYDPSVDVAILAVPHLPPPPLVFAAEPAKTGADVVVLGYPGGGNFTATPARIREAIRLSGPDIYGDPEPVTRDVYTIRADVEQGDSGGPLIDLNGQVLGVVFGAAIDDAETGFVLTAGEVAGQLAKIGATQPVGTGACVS
PriA SSB inh: inhibitors of Klebsiella pneumoniae PriA binding to SSB C-terminal tail | AlphaScreen SSBct-PriA binding, biotinylated peptide | inhibition, % at 33 µM | 430,000 compounds, 0.6% hits; in the data active = inhibition mostly above about 37%, no sharp cut-off; inactive = mostly below about 20%;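 also: plate controls were negative control peptide for no effect and reference peptide for full effect; strong numbers were not always called active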
Y pestis TopoI: Y. pestis Topo-I inhibition via cleavage products; activity, % at 10 µM; Y. pestis Topo-I cleavage product accumulation, plate reader; AID 504884; 360,000 compounds, 0.064% hits; in the data active = activity above about 50%, passing the limit was not always enough; inconclusive = no clear call, values can overlap the other calls; also: inactives centre near 2
An asterisk follows results filed as active; i = inactive; ? = inconclusive; . = not tested or not shown; & = joins results of further samples.

SMILES	Anthrax LF inh2	3CLpro inhibitor	TcdB inh	Vc quorum ag	VHR inh abs	PfHsp40 yeast	MazF activator	Rv3671c inh	PriA SSB inh	Y pestis TopoI
Cc1cccc(NC(=O)CCc2ccc(N3C(N)=NC(N)=NC3(C)C)cc2)c1	-9	.	0.5	i	.	.	10	.	.	-5
COc1ccc(C(=O)OCC(=O)c2ccc(Cl)s2)c(OC)c1OC	1	.	3.2	i	.	-0.3	-1	6	-8	17
CCOC(=O)c1sc(NC(=O)C2CC2)nc1C	-11	0	1.0	-0.3	17	1.5	-3	0	-7	-4
CC1=[N+](C)N(c2ccccc2)C(=O)C1N=Cc1c(Cl)cccc1Cl (centres undefined)	1	-3	-0.4	-2.3	13	-1.9	-3	6	-16	-5
O=C(COC(=O)CSc1ccc(Cl)cc1)Nc1ccccc1	-2	.	-1.3	-0.3	.	8.1	8	-10	-10	10
COc1ccccc1CNc1nc(NCc2cccc(OC)c2OC)c2sccc2n1	-3	.	1.9	i	.	.	.	.	.	8
Nc1cc(C(F)(F)F)ccc1Nc1ccccc1	0	4	.	i	-10	-0.7	9	-4	3	-3
Nc1ccc(-c2ccc(N)cc2)cc1	-4	.	-114	i	.	0.2	4	.	2	-10
COC(=O)C1=C(N)Oc2cc(C)[nH]c(=O)c2C1c1cccnc1 (centres undefined)	-4	3	.	-0.6	48	-0.9	1	1	-2	3
COc1ccccc1C(=O)Nc1c(C)n(C)n(-c2ccccc2)c1=O	0	-1	.	1.8	5	-0.1	7	-1	-13	-3
O=C(O)CN1C(=O)/C(=C/C=C/c2ccccc2)SC1=S	-1	0	-0.9	-0.2	19	0.9	3	-7	-8	6
CCCCC1CC(=O)NC1(C(=O)OCC)C(=O)OCC (centres undefined)	-5	.	2.8	3.8	.	-1.0	10	.	-11	-4
CC(=O)c1ccc(NC(=O)CSc2nnc(C3CC3)n2C2CC2)cc1	-6	.	0.3	-0.8	.	-2.0	0	-1	-18	-1
CCNC(=O)C1(C)CCN(Cc2ccccc2-c2ccccc2)C1 (centres undefined)	-1	.	0.2	-0.3	.	.	.	.	.	2
c1ccc2c(c1)OCCOCCOCCOCCOc1ccccc1OCCOCCOCCO2	0	3	.	0.9	-8	-1.3	1	-7	-15	29
CC(C)(C)n1nnnc1C(c1ccc2ncccc2c1)N1CCSCC1 (centres undefined)	4	0	.	3.1	29	-1.0	-1	-5	2	-4
COc1ccc(NC(=O)N2CCN(CCC#N)CC2)cc1	4	-1	.	i	40	0.8	5	-22	2	3
Cc1cccc(N2C(=S)NC3c4cc(Cl)ccc4OC2(C)C3C(=O)N(C)C)c1 (centres undefined)	-2	0	1.8	-0.7	32	-2.0	8	7	3	8
O=C(NC(=O)c1ccccc1)C1=C(N2CCCC2)COC1=O	-10	.	-0.5	i	.	-0.7	1	-3	-24	-3
O=C(O)C(Oc1ccc2c(-c3ccccc3)cc(=O)oc2c1)c1ccccc1 (centres undefined)	-2	1	-0.6	-0.1	-1	-1.1	6	5	2	14
Cc1ccc(/C=C2\SC(=S)N(CCC(=O)NCCCN3CCOCC3)C2=O)cc1	2	4	2.0	-0.3	17	-1.2	-2	-13	0	19
CCn1c(SCC(=O)Nc2cccc(C)n2)nnc1-c1ccco1	-1	1	.	i	29	0.4	-15	2	-10	12
Cc1ccc(S(=O)(=O)N2CCC(C(=O)OC(C)C(=O)NCc3ccccc3)CC2)cc1C (centres undefined)	4	6	-5.0	-1.0	27	2.3	-5	-4	-3	33
CNc1cncc(C(=O)O)c1	1	-1	0.2	-0.2	-16	-1.6	0	-9	-7&-3	-4
CCOCCCNC(=S)N1CCN(Cc2ccc3c(c2)OCO3)CC1	-1	-3	0.9	-0.2	18	-0.4	7	1	-17	2
CC(=C/c1ccccc1)/C=N/n1cnnc1	-2	-5	.	-0.4	23	-0.5	3	2	.	-5
Cc1ccc(N=C2SC(C(=O)O)CC(=O)N2C)cc1C (centres undefined)	4	0	2.6	1.0	16	2.9	4	5	-13	-2
O=C(CN(C(=O)CCC(=O)Nc1nccs1)c1ccc2c(c1)OCO2)NCC1CCCO1 (centres undefined)	-3	0	.	-0.5	-13	-0.7	-8	9	-18	1
Cc1cc(NC(=O)c2csc([C@@H]3O[C@H](CO)[C@H](O)[C@H](O)[C@H]3O)n2)n(C)n1	-2	.	0.2	-0.1	.	.	.	.	.	0
CC1CN(c2nc(Nc3ccccc3)nc(N)c2[N+](=O)[O-])CC(C)O1 (centres undefined)	7	-2	0.9	-0.6	-8	0.9	2	-7	4	1
Cc1ccnc(NS(=O)(=O)c2ccc(NC(=O)c3ccc(S(=O)(=O)N4CCOCC4)cc3)cc2)n1	0	4	0.9	-0.6	1	0.8	-11	-1	2	-1
CC(C)C(C(=O)NCC1CCCO1)N(Cc1cccs1)C(=O)CNS(=O)(=O)c1ccccc1 (centres undefined)	0	-6	0.0	-0.5	14	0.7	4	-4	3	6
Cc1ccc(S(=O)(=O)Oc2ccc(C3C4=C(CCCC4=O)OC4=C3C(=O)CCC4)cc2)cc1	-4	3	.	i	32	-0.1	4	6	-5	18
Cc1ccc(-c2nnn(CC(=O)N(Cc3cccs3)C(C(=O)NC3CCCC3)c3ccco3)n2)o1 (centres undefined)	-3	-3	.	-1.3	18	-0.6	5	-3	-16	1
COc1ccc(/C=C/C(=O)NCc2cnn(C)c2C)cc1COc1ccc(Br)cc1	-2	5	1.3	i	1	-0.4	-13	-19	13	-4
Cc1ccc(NC(=O)C2(C)CCN2C(=O)CCC2CCCC2)cc1C (centres undefined)	9	.	-0.1	-0.3	.	.	.	.	.	33
CCOC(=O)c1cnc(SCc2cccc3ccccc23)nc1N	-2	7	.	-0.2	37	-1.0	6	-23	-15	35
CN(C(=O)c1ccc(NC(=O)Cc2cccc(NC(=O)C3CCN(C(=O)CCc4ccccc4)CC3)c2)cc1)C1CCCC1	0	.	-0.1	i	.	1.0	-3	-3	-4	22
CCc1ccc(CCC(=O)Nc2ccc(S(N)(=O)=O)cc2)o1	-4	2	.	i	-1	-0.9	13	-8	-3	1
CCOc1ccc(S(=O)(=O)NCCC(=O)NC2CCCCC2)cc1	-5	.	0.0	i	.	0.0	5	7	-7	-7
Clc1ccc(CN2CCN(/N=C/c3cccnc3)CC2)cc1	-4	0	0.3	i	-11	1.1	12	6	.	5
CCN1CCN(c2sc(S(=O)(=O)CC)nc2S(=O)(=O)c2ccc(Cl)cc2)CC1	-2	.	1.6	i	.	.	8	.	.	13
COC(=O)c1sccc1NC(=O)c1ccc(C)cc1	-2	6	1.1	-0.8	11	.	5	-6	-6	5
COC(=O)C1=C(c2cc3ccccc3s2)C[C@@H]2CC[C@H]1N2C(=O)N1CCCC1	-11	.	1.0	0.9	.	?	3	-7	-8	19
COc1ccccc1N1CCN(CCCN2C(=O)C3CCCCN3C2=O)CC1 (centres undefined)	17	.	0.8	-0.9	.	0.7	5	.	0	-5
COC(=O)c1c(C(=O)OC)c(-c2ccc(C)cc2)n2c1CS(=O)C2 (centres undefined)	-1	-4	.	.	23	-1.1	2	5	-18	5
Cc1ccc(-c2nn3nnnc3c3ccccc23)cc1C	-2	2	.	-0.7	20	-0.1	-13	5	-5	-9
Cc1cccc(NC(=O)NCC(c2cccnc2)N2CCOCC2)c1 (centres undefined)	-3	1	.	5.7	41	-0.6	3	-8	1	-4

Some of the entries above in another layout:
Compound | Anthrax LF inh2 | 3CLpro inhibitor | TcdB inh | Vc quorum ag | VHR inh abs | PfHsp40 yeast | MazF activator | Rv3671c inh | PriA SSB inh | Y pestis TopoI
CCOC(=O)c1cnc(SCc2cccc3ccccc23)nc1N | -2 | 7 | . | -0.2 | 37 | -1.0 | 6 | -23 | -15 | 35
CN(C(=O)c1ccc(NC(=O)Cc2cccc(NC(=O)C3CCN(C(=O)CCc4ccccc4)CC3)c2)cc1)C1CCCC1 | 0 | . | -0.1 | i | . | 1.0 | -3 | -3 | -4 | 22
CCc1ccc(CCC(=O)Nc2ccc(S(N)(=O)=O)cc2)o1 | -4 | 2 | . | i | -1 | -0.9 | 13 | -8 | -3 | 1

The list goes on.
SMILES	Anthrax LF inh2	3CLpro inhibitor	TcdB inh	Vc quorum ag	VHR inh abs	PfHsp40 yeast	MazF activator	Rv3671c inh	PriA SSB inh	Y pestis TopoI
Cc1sc2ncnc(N3CCN(S(=O)(=O)c4ccc(C(C)(C)C)cc4)CC3)c2c1C	-10	.	-0.3	i	.	-0.1	-7	-14	-19	47
O=C(Nn1c(=S)[nH]c2ccccc2c1=O)c1ccncc1	0	-6	0.4	.	33	-1.6	-6	-2	-13	5
O=C(Nc1ccncc1)Nc1ccc(F)cc1F	1	2	0.7	-0.1	-28	0.1	12	5	-11	-9
CCC(C)NC(=O)c1n[nH]c(=O)c2ccccc12 (centres undefined)	-2	8	.	2.9	.	-1.7	10	2	-1	6
COC(=O)c1ccc(CN2CCC(CO)(Cc3cccc(OC)c3)CC2)cc1	0	2	0.8	-0.2	44	-0.3	1	-11	6	1
O=C(COc1cccc(-n2cnnn2)c1)Nc1ccccc1	0	-1	1.2	-0.1	22	-0.4	3	1	-6	9
S=C1CSc2ccccc2N1	-8	1	-9.0	0.1	20	0.8	2	4	13	11
CCOC(=O)c1cn(CC(=O)Nc2ccc(C)cc2)nn1	?	-1	.	-0.3	29	-1.2	4	5	-1	8
CC(=O)c1c(C)[nH]c(C(=O)O)c1C	-4	0	-1.6	-0.1	-5	-1.2	3	-5	2&7&-2	5
O=C(N/N=C\c1ccc(COc2ccc([N+](=O)[O-])cc2)o1)c1ccc(Cl)cc1	-1	-1	.	1.0	6	-0.1	7	-51	.	2
CCOC(=O)Cc1csc(NC(=O)c2c(-c3c(Cl)cccc3Cl)noc2C)n1	1	6	.	i	42	-1.5	-3	-2	2	-7
O=C(Nc1cccc(S(=O)(=O)N2CCOCC2)c1)c1ccccc1[N+](=O)[O-]	-2	.	0.7	-2.9	.	-1.1	6	6	5	-1
CN(C)S(=O)(=O)c1ccc(C(=O)NCc2nnc(SCC(=O)N3CCCC3)o2)cc1	-3	5	-0.6	i	-8	-1.2	0	1	-4	4
Nc1cc(-c2ccccc2)nn1Cc1ccccc1	-1	0	-0.6	-0.2	6	-0.9	-15	6	-4	-6
Cc1cc(N2CCC(C)CC2)nc(-n2nc(C)cc2C)n1	-12	0	.	-1.0	-4	0.3	1	5	1	6
O=c1c2ccccc2sn1-c1ccccc1	2	-4	.	5.0	-4	-1.1	5	0	11	1
CCN(CC)CCCNc1nc2cc(OC)c(OC)cc2c2nc(-c3cccnc3)nn12	0	-11	.	-5.0	-4	-1.5	2	1	5	-19
CC1(C)Cc2cccc(OCC(=O)NCc3ccccc3F)c2O1	9	.	-1.3	0.0	.	-1.2	9	-10	-3	2
C[C@@H]1CN([C@H](C)CO)C(=O)c2c(c3ccccc3n2C)-c2ccccc2CO[C@H]1CN(C)S(=O)(=O)c1cn(C)cn1	0	.	2.1	-0.4	.	.	5	.	.	26
CC(C)CNC(=O)C1CCCN(C(=O)NCc2ccccc2)C1 (centres undefined)	-5	4	0.5	-0.3	21	-2.6	-1	2	-4	-14
O=C(O)c1cc(-c2c[nH]c3ccccc23)nc2cc3ccccc3cc12	.	0	0.7	-0.9	6	.	.	5	.	-11
CC1(C)CC2CC(C)(CN2S(=O)(=O)c2cccc(N)c2)C1 (centres undefined)	-1	6	0.4	1.2	0	0.6	2	2	-19	-1
Nc1nncn1C(=O)CCc1ccccc1	-1	-1	.	i	-11	-0.3	-1	2	-9	-7
CCCCC(=O)Nc1cccc(C(C)O)c1 (centres undefined)	.	3	1.6	.	15	.	.	8	.	.
CCCCC(c1nnnn1C1CCCC1)N1CCN(C(=O)c2ccco2)CC1 (centres undefined)	-1	5	.	-0.5	18	0.2	8	3	-10	4
Cc1sc2ccccc2[n+]1CC(=O)O	-10	-4	1.2	i	1	-0.8	-3	-6	-10	-6

Some of the compounds tested, so the mix of outcomes need not match the whole.
